From PubChem BioAssay
GPR55 activation – selective activators of receptor GPR55 – imaging, U2OS cells, beta-arrestin-GFP redistribution, primary screen (AID 1961) | U2OS GPR55 beta-arrestin-GFP redistribution imaging; higher % means a stronger effect | activation, % at 10 µM, or EC50 in µM where a hit was titrated | 290,000 tested, 0.048% active;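 active = activation above 40% with more than 50 cells counted in the well; inconclusive = wells holding fewer than 50 cells, flagged as toxic or sparse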;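 also: U2OS osteosarcoma cells stably expressing GPR55 and beta-arrestin-GFP; plate controls were DMSO negative control for no effect and LPI positive control for full effect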
KOR beta-arrestin-1 – kappa opioid receptor blockers – cell-based, luminescence, uHTS (AID 1778); KOR beta-arrestin recruitment, luminescence, antagonist mode; higher % means a stronger effect; inhibition, % at 10 µM; hits with a dose series show IC50 in µM; 290,000 tested, 0.091% active; also: strong numbers were not always called active
NOD1 NF-kB reporter – inhibition of NOD1-driven NF-kB reporter – cell-based, luminescence, uHTS, primary screen (AID 1578); inhibition, % at 4 µM; hits with a dose series show EC50 in µM; NOD1-driven NF-kB luciferase reporter cells, luminescence; higher % means a stronger effect; 290,000 tested, 1% active; in the data active = inhibition mostly above about 36%, no sharp cut-off; inactive = mostly below about 34%;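 also: HEK-293T reporter cells stimulated with the NOD1 agonist gamma-tri-DAP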
AID2073 – disruptors of CaV2.2 binding to Mint1 – biochemical, HTRF (AID 2073). inhibition, % at 20 µM; hits with a dose series show IC50 in µM. 290,000 tested, 0.19% active. HTRF protein-protein interaction, Mint1-CaV2.2; higher % means a stronger effect; in the data active = inhibition mostly above about 51%, no sharp cut-off; inconclusive = no clear call, values can overlap the other calls; inactive = mostly below about 53%; also: some results filed as inactive read as strong as hits
P. falciparum M1AAP – P. falciparum M1AAP inhibitors, biochemical, fluorogenic H-Leu-NHMec substrate, 1536-well (AID 1445); recombinant M1AAP, H-Leu-NHMec fluorogenic kinetic assay; higher % means a stronger effect; inhibition, % at 30 µM; hits with a dose series show IC50 in µM; 220,000 tested, 0.42% active;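 active = primary inhibition above the hit cutoff, then over 50% inhibition at one or more dose response concentrations, cut at about 23% in these data, passing the limit was not always enough; inconclusive = conflicting primary data, or primary hits not chosen for dose response; inactive = low primary inhibition, or under 50% at every dose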;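 also: plate controls were DMSO full reaction for no effect and no enzyme background for full effect; strong numbers were not always called active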
P. falciparum M17LAP – P. falciparum M17LAP inhibitors, primary screen, biochemical, fluorogenic H-Leu-NHMec substrate, 1536-well (AID 1619); recombinant M17LAP, H-Leu-NHMec fluorogenic kinetic assay; higher % means a stronger effect; one-dose inhibition, % at 30 µM; IC50 in µM for titrated hits; 220,000 tested, 0.38% active;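 active = compound inhibiting the enzyme by more than half at any dose during confirmatory dose-response retesting; inconclusive = strong single-dose inhibitors picked by rank but not retested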;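 also: plate controls were full reaction with DMSO carrier for no effect and no enzyme background for full effect; strong numbers were not always called active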
HEK293 NOD2/NF-kB – inhibition of NOD2-driven NF-kB reporter – cell-based, luminescence, uHTS, HEK293 (AID 1566) | HEK293 NOD2/NF-kB luciferase reporter, luminescence; higher % means a stronger effect | one-dose inhibition, % at 4 µM; EC50 in µM for titrated hits | 290,000 tested, 0.63% active; also: many of its hits are not listed in these tables
KOR beta-arrestin-2 – kappa opioid receptor activators – cell-based, luminescence, uHTS, primary screen (AID 1777) | KOR beta-arrestin recruitment, luminescence; higher % means a stronger effect | one-dose activation, % at 10 µM; EC50 in µM for titrated hits | 280,000 tested, 0.02% active; in the data active = activation above about 50%, passing the limit was not always enough; also: a part of the inactive calls stands beside numbers as strong as those of hits
Dynein transport – dynein cargo transport inhibition. 3617.4 mouse cells, GR-EGFP nuclear translocation imaging; test concentration mostly 20 µM; stimulated with dexamethasone, 1 µM; active compounds read low. z-score, hits read low. 220,000 tested, 0.47% active;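 active = plate z-score of nuclear minus cytoplasmic receptor signal below a set negative limit, without overly bright fluorescence or cell loss, cut at about -3.5 in these data, passing the limit was not always enough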;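 also: z-score of nuclear minus cytoplasmic ring GR-EGFP intensity difference per well; some compounds called inactive have numbers as strong as hits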
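Buffer or medium: tet-free, stripped-serum medium; Also added: dexamethasone, 1.0 µM final; Technique: high-content fluorescence imaging after fixation; Times: 48 h induction, 1 h compound, 30 min dex at 37 °C; Read-out: per-cell GR-EGFP intensity, nucleus versus surrounding cytoplasmic ring, well-averaged.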
Dynein transport cytoplasmic EGFP – also measured in Dynein transport; calls as there; z-score; measured here: cytoplasmic GR-EGFP intensity; active compounds read high
Dynein transport nuclear GR-EGFP – recorded beside Dynein transport, whose call it bears; z-score; measured here: nuclear GR-EGFP intensity;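 lower value marks the stronger effect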
Dynein transport cell count – also measured in Dynein transport; calls as there; z-score; measured here: cell count per field
* hit, by the source's call; u = inconclusive; x = not tested or not shown; [ ] = remark or other dose. Rule as the data show it, unless noted: active = inhibition above about 50%; inactive = the rest. These rows are one share of the data (hit frequency here may not be typical).

SMILES	GPR55 activation	KOR beta-arrestin-1	NOD1 NF-kB reporter	AID2073	P. falciparum M1AAP	P. falciparum M17LAP	HEK293 NOD2/NF-kB	KOR beta-arrestin-2	Dynein transport	Dynein transport cytoplasmic EGFP	Dynein transport nuclear GR-EGFP	Dynein transport cell count
COc1ccc(/C=c2\s/c(=C/C(=O)c3ccc(C)cc3)[nH]c2=O)cc1OC	-0.2%	2%	-13%	41%	5%	0%	16%	-2.9%	-6.6	15	-1.2	4.4
CC1CCc2c(sc(NC(=O)Cn3nc(C(F)(F)F)c4c3CCCCC4)c2C#N)C1 (centres undefined)	-0.1%	-15%	-2%	-26%	2%	-10%	-7%	3.2%	0.18	-0.24	0.57	0.86
CC(C)C(C(=O)OCC(=O)c1ccc2c(c1)NC(=O)CO2)N1C(=O)c2ccccc2C1=O (centres undefined)	-0.1%	14%	4%	-4%	0%	3%	8%	-2.5%	2	-0.0099	1.2	-0.53
CCCCOC(=O)c1c(C)oc2ccc(NS(=O)(=O)c3ccc4c5c(cccc35)C(=O)N4)cc12	0.2%	-54%	30%	8%	18%	6%	12%	1.1%	-0.37	0.13	-0.025	0.47
COc1ccc(Cl)cc1NC(=O)C1CCCN(c2ncnc3c2nc2n3CCCCC2)C1 (centres undefined)	-0.1%	8%	-12%	-11%	x	x	32%	-5.4%	x	x	x	x
CCCS(=O)(=O)c1nc(S(=O)(=O)c2ccc(C)cc2)c(N2CCCC(C)C2)s1 (centres undefined)	-0.2%	-37%	11%	7%	x	x	8%	-0.1%	x	x	x	x
CCOC(=O)CSc1nc2sc3c(c2c(=O)[nH]1)CC(C)(CC)OC3 (centres undefined)	-0.1%	19%	-8%	-2%	0%	0%	5%	-6.3%	0.78	-0.097	0.51	-0.76
C=CCNC(=O)c1onc(CSc2ccccn2)c1C(=O)NCC=C	-0.2%	17%	-6%	37%	5%	2%	13%	7.9%	-0.52	-0.69	-0.16	0.084
CC(C)NC(=O)CN(C(=O)CCC(=O)Nc1nccs1)c1ccc2c(c1)OCO2	-0.1%	35%	-62%	6%	x	x	-26%	-1.6%	x	x	x	x
CCOc1ccccc1C1C(C#N)=C(N)Nc2onc(-c3ccccc3)c21 (centres undefined)	0.6%	-30%	-9%	-4%	14%	53µM*	-18%	-4.4%	-0.13	-0.16	0.25	0.15
O=C(c1ccc(N2CCOCC2)cc1)N1CCCC(Nc2ccccc2)C1 (centres undefined)	-0.2%	-52%	-14%	4%	x	x	-2%	-1.4%	x	x	x	x
Cc1ccc(N2C(=O)CC(Sc3cccs3)C2=O)cc1 (centres undefined)	-0.1%	19%	-3%	4%	3%	5%	5%	-4.2%	-0.51	-0.25	-0.29	0.31
COc1ccc(/C=C2\SC(=O)N(CCCC(=O)Nc3ccc(C(=O)O)cc3)C2=O)cc1OC	-0.2%	11%	-24%	10%	x	x	6%	2.1%	x	x	x	x
O=C(CN1CCN(C(=O)c2cccs2)CC1)Nc1ccc(Br)cc1	0.5%	8%	-11%	8%	1%	9%	1%	-0.9%	-0.17	-0.43	-0.2	0.86
COc1ccccc1-c1nnc(NC(=O)c2ccc3c(c2)OCO3)s1	-0.1%	-16%	-50%	u	2%	2%	-102%	-4.2%	-0.083	-0.12	0.4	-0.42
O=C1CCC2c3ccc4ccccc4c3CCN12 (centres undefined)	-0.3%	3%	-54%	16%	-4%	14%	-5%	-2.6%	2.2	-0.05	2	-2.1
CC(=O)NCCn1c(SCC(=O)Nc2ccc(C)cc2)nc2ccccc2c1=O	-0.3%	7%	-25%	-2%	0%	16%	9%	-5.6%	2.5	-0.25	1.5	-1.2
COC(=O)CSc1n[nH]c(=S)s1	0.2%	31%	-27%	-7%	1%	41%	8%	3.2%	-0.18	-0.24	0.82	0.14
CN(C)CCNC(C(=O)Nc1cc(Cl)cc(Cl)c1)c1ccccc1 (centres undefined)	-0.7%	18%	-24%	-5%	7%	5%	12%	-1.6%	2.3	0.27	1.6	-2.7
Cc1ccc(N(C(=O)CNC(=O)c2ccco2)C(C(=O)NCC2CCCO2)c2ccccc2)cc1C (centres undefined)	0.2%	-6%	0%	11%	x	x	-5%	6.2%	x	x	x	x
CN(C)CC1CCCCC1OC(=O)c1ccc(Cl)cc1 (centres undefined)	0.2%	-1%	-21%	4%	0%	2%	3%	-1.9%	0.21	-0.27	-0.073	-0.18
CC1CCN(S(=O)(=O)c2ccc(C(C)C)cc2)CC1	-0.1%	30%[20 µM]	-14%	-8%	0%	-11%	-12%	x	-0.082	-0.18	-0.11	-0.82
CCC(C(=O)NCc1ccccc1OC)n1nc(C)n2c(cc3occc32)c1=O (centres undefined)	-0.1%	-26%	-26%	1%	1%	-11%	6%	-1.8%	-0.019	2.1	0.4	-0.049
Cc1ccc2nc(C)cc(C(=O)N3CCCC(N4CCN(c5ccccc5C)CC4)C3)c2c1 (centres undefined)	-0.1%	-3%	-17%	5%	x	x	-11%	7.2%	x	x	x	x
Cc1nc2ccc(Cl)cc2c(-c2ccccc2Cl)c1CC(=O)O	-0.3%	16%	6%	0%	0%	16%	17%	6.3%	0.46	-0.049	0.61	-1.6

Shown with values under each structure: part of the list above.
Results follow in this order: GPR55 activation, KOR beta-arrestin-1, NOD1 NF-kB reporter, AID2073, P. falciparum M1AAP, P. falciparum M17LAP, HEK293 NOD2/NF-kB, KOR beta-arrestin-2, Dynein transport, Dynein transport cytoplasmic EGFP, Dynein transport nuclear GR-EGFP, Dynein transport cell count
> COc1ccc(/C=c2\s/c(=C/C(=O)c3ccc(C)cc3)[nH]c2=O)cc1OC
 : -0.2%, 2%, -13%, 41%, 5%, 0%, 16%, -2.9%, -6.6, 15, -1.2, 4.4
> CC1CCc2c(sc(NC(=O)Cn3nc(C(F)(F)F)c4c3CCCCC4)c2C#N)C1 (centres undefined)
 : -0.1%, -15%, -2%, -26%, 2%, -10%, -7%, 3.2%, 0.18, -0.24, 0.57, 0.86

Additional results
SMILES	GPR55 activation	KOR beta-arrestin-1	NOD1 NF-kB reporter	AID2073	P. falciparum M1AAP	P. falciparum M17LAP	HEK293 NOD2/NF-kB	KOR beta-arrestin-2	Dynein transport	Dynein transport cytoplasmic EGFP	Dynein transport nuclear GR-EGFP	Dynein transport cell count
Cc1ccc2oc(C(=O)N(Cc3ccc(N(C)C)cc3)C3CCS(=O)(=O)C3)c(C)c2c1 (centres undefined)	0.0%	1%	-5%	-3%	x	x	-6%	-2.3%	x	x	x	x
COc1ccc(-c2csc(/C(C#N)=C(\O)CSc3nccn3C)n2)cc1OC	-0.2%	-28%	-10%	33%	16%	32%	10%	-0.4%	0.22	-0.19	-0.13	0.35
Fc1ccccc1NC(=S)NCCc1ccc(Cl)cc1	-0.1%	1%	-80%	1%	x	x	-40%	1.4%	x	x	x	x
OCCNc1nc(-c2ccccc2)c2ccccc2n1	0.0%	-28%	-21%	-1%	-3%	-153%	4%	4.7%	0.46	-0.2	0.62	0.076
O=C1c2cccc(OCC(=O)N3CCCc4ccccc43)c2CCN1Cc1ccc(F)cc1	-0.2%	-9%	31%	1%	0%	2%	-36%	0.1%	0.54	-0.027	1.1	-1.8
CCOc1ccc(C(=O)NCC(=O)Nc2ccc(N3CCOCC3)cc2)cc1OCC	-0.3%	26%	-32%	-4%	11%	-14%	-3%	-7.4%	-0.52	-0.29	0.1	-0.044
Cc1ccc(NS(=O)(=O)c2ccc(-n3cccn3)cc2)cc1C	0.2%	26%	4%	5%	x	x	34%	-2.0%	x	x	x	x
CCN(CC)S(=O)(=O)c1cccc(C(=O)NC2=NCCS2)c1	-0.2%	-2%	-20%	4%	x	x	12%	-6.2%	x	x	x	x
CCCCC(O)(CCN1CCOCC1)c1ccc(Cl)cc1 (centres undefined)	-0.1%	6%	12%	-2%	1%	-3%	-20%	1.6%	1.3	-0.21	0.62	-0.54
CC1CN(S(=O)(=O)c2ccccc2)CN1C(=O)N1CCOCC1 (centres undefined)	0.0%	-17%	0%	5%	x	x	14%	-2.8%	x	x	x	x
Cc1ccc(S(=O)(=O)Cn2nnnc2C(CC(C)C)N2CCN(c3ccccc3)CC2)cc1 (centres undefined)	0.2%	-39%	-11%	1%	6%	-2%	-20%	-2.2%	-1.1	-0.061	-0.45	0.39
CC(=O)Cc1nsc(NC(=O)c2csc3c2CCCC3)n1	0.2%	30%	-13%	7%	7%	2%	5%	-5.8%	-0.69	-0.23	-0.35	-0.16
CCc1nnc(NC(=O)C(=O)NCCOC(=O)c2ccccc2)s1	0.0%	-43%	4%	10%	8%	-9%	-10%	1.2%	0.0047	-0.16	0.34	0.72
COc1cc(C)ccc1Oc1ncnc(N)c1[N+](=O)[O-]	-0.3%	4%	-14%	24%	x	x	6%	-5.8%	x	x	x	x
CCN(CC)C1CCS(=O)(=O)C1 (centres undefined)	-0.5%	-18%	8%	0%	-11%	-2%	-4%	7.4%	2.9	-0.052	1.2	-1.9

Copied from the list:
AID2073, CC1CN(S(=O)(=O)c2ccccc2)CN1C(=O)N1CCOCC1 (centres undefined) : 5%
GPR55 activation, CCCCC(O)(CCN1CCOCC1)c1ccc(Cl)cc1 (centres undefined) : -0.1%
AID2073, Cc1ccc2oc(C(=O)N(Cc3ccc(N(C)C)cc3)C3CCS(=O)(=O)C3)c(C)c2c1 (centres undefined) : -3%
AID2073, OCCNc1nc(-c2ccccc2)c2ccccc2n1 : -1%
HEK293 NOD2/NF-kB, COc1ccc(-c2csc(/C(C#N)=C(\O)CSc3nccn3C)n2)cc1OC : 10%
Dynein transport, CC(=O)Cc1nsc(NC(=O)c2csc3c2CCCC3)n1 : -0.69
